STAT3 blocker: inhibitors of IL-6 induced STAT3 signaling; U3A cells, IL-6 STAT3-luciferase reporter, luminescence; host cell line lacks STAT1; inhibition, % at 5.5 µM; hit rate 0.89% among 190,000; AID 862;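 active means inhibition above the mean inhibition across all screened compounds plus 3 SD, cut at about 44% in these data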;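 further: 0% = DMSO only wells and 100% = 100 µM nifuroxazide control wells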
TLR4-MyD88 BLA: TLR4-MyD88 interaction inhibition in cells | inhibition, % at 8.4 µM | hit rate 0.18% among 200,000 | O00206+Q99836 | HeLa CL3-4 TLR4/MyD88 BLA complementation, FRET ratio; in the data active means inhibition above about 25%;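 further: 0% = vehicle and 100% = reference inhibitor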
Target sequence (O00206 whole entry, looked up): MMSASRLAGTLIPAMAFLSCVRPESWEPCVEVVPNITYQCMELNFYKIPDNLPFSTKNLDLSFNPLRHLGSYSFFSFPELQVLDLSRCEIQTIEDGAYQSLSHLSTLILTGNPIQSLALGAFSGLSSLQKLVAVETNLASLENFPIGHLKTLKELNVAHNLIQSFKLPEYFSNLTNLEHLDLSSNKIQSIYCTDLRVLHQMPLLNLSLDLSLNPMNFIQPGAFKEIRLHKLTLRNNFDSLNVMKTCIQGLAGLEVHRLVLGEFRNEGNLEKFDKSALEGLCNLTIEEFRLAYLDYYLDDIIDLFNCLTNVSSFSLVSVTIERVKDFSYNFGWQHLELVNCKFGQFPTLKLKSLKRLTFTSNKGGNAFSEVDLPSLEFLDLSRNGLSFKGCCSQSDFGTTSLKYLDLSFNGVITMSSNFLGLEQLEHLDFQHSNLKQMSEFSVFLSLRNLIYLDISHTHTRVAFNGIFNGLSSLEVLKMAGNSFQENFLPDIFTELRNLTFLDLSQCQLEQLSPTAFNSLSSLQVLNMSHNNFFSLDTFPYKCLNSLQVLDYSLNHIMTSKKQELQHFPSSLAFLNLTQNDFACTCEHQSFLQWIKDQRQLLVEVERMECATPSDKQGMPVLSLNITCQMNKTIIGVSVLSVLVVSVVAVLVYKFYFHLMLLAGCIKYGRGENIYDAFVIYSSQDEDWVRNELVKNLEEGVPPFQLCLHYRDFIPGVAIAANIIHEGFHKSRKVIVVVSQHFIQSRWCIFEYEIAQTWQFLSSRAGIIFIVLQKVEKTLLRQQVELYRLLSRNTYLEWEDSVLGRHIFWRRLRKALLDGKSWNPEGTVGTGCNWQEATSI
Target sequence (Q99836 whole entry, looked up): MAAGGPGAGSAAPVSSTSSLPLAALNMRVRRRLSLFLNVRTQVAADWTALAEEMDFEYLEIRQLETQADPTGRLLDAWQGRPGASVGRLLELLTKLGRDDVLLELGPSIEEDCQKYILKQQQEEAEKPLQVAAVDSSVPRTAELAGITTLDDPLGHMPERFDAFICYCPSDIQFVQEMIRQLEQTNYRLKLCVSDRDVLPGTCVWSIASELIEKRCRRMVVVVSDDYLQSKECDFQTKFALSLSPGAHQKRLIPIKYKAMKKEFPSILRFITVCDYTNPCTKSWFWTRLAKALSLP
Hsp70 activator: Hsp70 transcriptional activation, primary screen. hit rate 0.04% among 200,000. HeLa Hsp70 promoter luciferase reporter, luminescence; scaled: vehicle 0, proteasome-inhibitor control 100%. activation, % at 10 µM. AID 1203;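 active means activation above the mean across all tested compounds plus 3 SD, cutoff set per campaign, cut at about 5.5% in these data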;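 further: 100% = MG132 at 30 µM as the positive control and 0% = DMSO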
STAT1 inh: STAT1 signaling inhibition; NIH 3T3 STAT1-luciferase reporter, IFN-gamma, luminescence; inhibition, % at 5.5 µM; hit rate 0.35% among 200,000; AID 920;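 active means inhibition above a set limit, the mean inhibition across all tested compounds plus 3 SD, cut at about 34% in these data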;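 further: 0% = IFN-gamma with DMSO and 100% = IFN-gamma with 300 µM nifuroxazide; values of inactives mirror those of a sister screen read the other way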
STAT1 activator: activators of IFN-gamma induced STAT1 signaling. NIH 3T3 STAT1-luciferase reporter, luminescence; 100% = IFN-gamma alone, no compound. activation (% of control), % at 5.5 µM. hit rate 2.6% among 200,000;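 active means activation above the screen-wide mean activation plus 3 SD, cut at about 130% in these data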;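 further: raw ratio to IFN-gamma control signal so 100% means no change and 0% no light; values of inactives mirror those of a sister screen read the other way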
Diaph act CS: activates diaphorase or chemically reduces, flagging diaphorase assay artifacts. hit rate 0.005% among 190,000. Diaphorase/resazurin coupled assay, resorufin fluorescence, 16 min; stronger effect = higher value; 1 = vehicle wells, 0 = NADH-free wells. activation factor at 20 µM;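 active means diaphorase activity raised at least twofold by the compound at 20 µM; inactive means activation factor below 2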
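Material: purified diaphorase enzyme from Clostridium kluyveri / Medium: HEPES pH 7.4 buffer with MgCl2 and Tween 20 / Schedule: enzyme reaction of 16 min at room temperature / Measured by: resorufin fluorescence, excitation 544 nm, emission 590 nm / Evaluation: rise in resorufin formation, marking diaphorase activation or chemical reduction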
G6PDH CS: inhibits Leuconostoc G6PDH, flagging false hits in G6PDH-based assays. hit rate 0.12% among 200,000. Purified L. mesenteroides G6PDH, diaphorase/resazurin coupled fluorescence, 45 min. inhibition, % at 5 µM; in the data active means inhibition above about 50%
STAT3 act: activators of IL-6 induced STAT3 signaling. U3A cells, IL-6 STAT3-luciferase reporter, luminescence; 100% = signal with IL-6 EC80 alone. activation (% of control), % at 5.6 µM. hit rate 0.91% among 190,000. AID 871;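 active means activation above the screen-wide mean of compound activation plus 3 SD, cut at about 130% in these data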;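 further: 0% = background luminescence of wells with medium and substrate only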
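Test system: human U3A cells carrying STAT3-luciferase construct; control set: IL-6-only wells as 100% reference; timing: compound pre-incubation 1 h before IL-6, then 6 h stimulation at 37 °C; also added: IL-6 stimulus at 33 ng/mL final; evaluation: % activation versus median of IL-6-stimulated wells; detection: reporter luminescence signal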
APP transl inh: APP translation inhibition; inhibition, % at 2 µM; SH-SY5Y APP 5'UTR-luciferase reporter, luminescence; hit rate 0.82% among 190,000; AID 1285;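 active means inhibition above a set limit, derived from the sample mean plus 3 SD, cut at about 45% in these data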; further: values of inactives mirror those of a sister screen read the other way
Diaph inh CS: diaphorase inhibition or chemical oxidation counter-screen; diaphorase resazurin-to-resorufin fluorescence, NADH, 16 min; bacterial (C. kluyveri) enzyme, not human; inhibition, % at 20 µM; hit rate 0.69% among 190,000; AID 1217;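 active means primary screen inhibition at 20 µM above a set limit, cut at about 50% in these data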;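 further: plate controls were DMSO with full reaction for no effect and wells lacking NADH for full effect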
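Test system: bacterial diaphorase enzyme (C. kluyveri); Quantity: 0.14 U/mL diaphorase, enzyme working solution; Times: reaction incubation of 16 min at room temperature; Measured by: fluorescence of resorufin formed from resazurin, Ex 544/Em 590 nm; Benchmarks: positive control minus NADH, DMSO neutral control.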
* = called active by the depositor; x = no result given.

Values run as follows: STAT3 blocker, TLR4-MyD88 BLA, Hsp70 activator, STAT1 inh, STAT1 activator, Diaph act CS, G6PDH CS, STAT3 act, APP transl inh, Diaph inh CS
1) C=CCOc1ccc(/C=C/C(=O)Nc2ccc(C(=O)NC)cc2)cc1
    -3.6, -8.2, -0.5, 6.9, 93.8, 1, -6.3, 106.5, -6.5, 1.5
2) c1ccc2cc(OCc3nc4ccccc4[nH]3)ccc2c1
    28.5, 1.7, 0.4, -67.5, 163.0*, 0.9, 3.1, 78.6, -184.3, 8.1
3) Cc1occc1C(=O)N/N=C/C1=C(N2CCOCC2)C(=C\c2ccc(Cl)cc2)/CC1
    9.8, -3.1, -0.3, -19.1, 117.3, 0.9, -42.8, 94.0, -16.0, 5.7
4) O=C(NCCCN1CCN(c2cccc(Cl)c2)CC1)c1ccc(N2CCCC2=O)cc1
    1.9, 3.2, -0.2, -2.0, 101.9, 1, 6.5, 101.3, 67.4*, -1.6
5) CN(CC(=O)Nc1cccc(F)c1)CC(=O)Nc1ccccc1[N+](=O)[O-]
    16.1, -8.6, 0.0, 18.2, 81.7, 1, -2.4, 88.2, -4.0, 4.5
6) Cc1nc2c(c(=O)n1CCC1=CCCCC1)c1nc3ccccc3nc1n2/N=C/c1ccccc1
    26.7, 0.9, 0.0, -3.5, 103.2, 0.8, 14.2, 80.9, -4.9, 16.3
7) O=C(CSc1nc2ccccc2[nH]1)Nc1nc(-c2ccccc2)c(-c2ccccc2)o1
    -4.2, 0.9, -0.4, -0.5, 100.4, 0.9, -24.7, 103.2, 1.2, 12.3
8) Cc1sc2nc(CN3CCCC3)nc(Cl)c2c1C
    1.2, 10.3, -0.1, 1.8, 98.4, 0.9, 2.9, 99.0, 0.3, 7.9
9) CC(NC(=O)c1ccc(F)cc1)C(c1cccs1)N1CCN(C)CC1 (centres undefined)
    0.7, 4.2, -0.1, -2.8, 102.6, 1, 2.2, 102.8, -1.1, 0.2
10) NC(N)=NS(=O)(=O)c1ccc(N/C=C\C(=O)c2ccncc2)cc1
    -5.6, 10.1, -0.4, -4.2, 101.9, 1, 17.5, 107.9, 12.5, -0.6
11) COc1ccc(/C=C/C(=O)OCC(=O)Nc2ccc(Cl)c(S(=O)(=O)N(C)C)c2)cc1OC
    3.7, -12.1, 0.0, 3.7, 96.7, 0.8, -1.3, 104.5, -7.7, 21.6
12) Cc1nn(CCC(=O)NNC(=S)Nc2ccccc2)c(C)c1Br
    10.8, 6.7, -0.2, 10.7, 90.6, 0.9, 12.3, 93.2, -9.5, 13.5
13) CNC(=S)N/N=C/c1ccc(-c2ccc(Cl)c([N+](=O)[O-])c2)o1
    15.5, 5.2, 0.3, 4.9, 93.5, 0.8, 15.2, 89.5, -11.9, 21.5
14) COc1ccc(CCNC(=O)C2Cc3ccccc3C(=O)O2)cc1 (centres undefined)
    6.7, -19.6, 0.2, -7.7, 105.4, 1.1, 1.4, 103.5, -12.9, -9.1
15) COc1cc(C(=O)NCCCN2CCCC2=O)cc(OC)c1OC
    9.1, -3.6, -0.1, 7.2, 93.4, 0.9, 11.5, 96.9, -6.5, 10.8
16) CN(C)CCNC(=O)c1ccc(CS(=O)(=O)c2ccc(Br)cc2)o1
    -6.8, 0.7, -0.5, -2.4, 102.1, x, x, 109.5, -11.8, x
17) Cc1ccc(-n2nc(-c3ccco3)cc2C(=O)NCc2cccnc2)cc1
    -9.3, 12.2, -0.1, 1.3, 98.8, 0.7, -4.6, 109.7, -5.5, 27.6
18) Cc1cc(C)c2c(N)c(C(=O)N3CCc4ccccc4C3)sc2n1
    15.8, -1.6, 0.0, -5.1, 103.7, 0.7, 8.7, 88.3, -12.1, 29.6
19) CCOC(=O)C1(C)NC(c2ccc(OC)c(OC)c2)C2C(=O)N(CC)C(=O)C21 (centres undefined)
    7.0, 20.1, -0.3, 7.2, 93.4, 0.9, -11.9, 97.5, -8.8, 8.3
20) COc1ccc(COCC(O)CN2CCOCC2)cc1OC (centres undefined)
    4.4, -2.8, -0.3, 3.9, 96.4, 0.9, -1.3, 100.7, 6.0, 10.8
21) CCc1cc2c(SCC(=O)c3ccc(Cl)s3)ncnc2s1
    12.6, -0.6, -0.5, -16.4, 115.0, 0.9, -6.7, 93.9, 9.1, 8.9
22) Cc1nc2ccccc2n1CC(=O)OCC(=O)NCc1ccccc1
    4.4, -2.4, 0.0, 1.8, 97.0, 1, 0.8, 100.8, -11.8, 4.1
23) COc1ccc2[nH]c(=O)c(CN(CCO)C(=O)c3ccccc3F)cc2c1
    2.9, 10.6, -0.2, 1.3, 98.8, 0.9, -13.9, 101.1, -17.1, 11.0
24) COc1nc2c(s1)C(=O)NCCC2
    3.9, 3.5, -0.2, -7.5, 107.0, 0.8, -19.2, 99.0, -3.9, 17.1
25) COc1ccc(/C=C/C(=O)Nc2cccc(F)c2)cc1S(=O)(=O)N1CCOCC1
    31.4, -5.8, -0.1, -2.0, 102.1, 0.7, 8.1, 79.1, 15.2, 25.7
26) C=CCNCCCOc1ccc(C)cc1Br
    14.3, -10.8, -0.4, -13.6, 112.1, 0.9, -5.4, 86.6, -23.9, 8.3
27) CCOC(=O)N1CCN(Cc2ccc(F)cc2F)CC1
    4.7, -8.1, -0.3, -4.2, 103.9, 0.9, 10.1, 99.9, -25.2, 10.8
28) COc1ccc(CCNC(=O)CN(CCc2ccccc2)S(C)(=O)=O)cc1
    14.2, 5.1, -0.6, -7.2, 105.0, 0.8, 17.5, 91.3, 16.3, 15.7
29) Cn1c(=O)c2c(SCC(=O)N3CCCc4ccccc43)nc(C3CC3)nc2n(C)c1=O
    14.7, -9.3, 0.0, 1.4, 98.8, 0.7, -62.0, 94.9, -7.2, 27.5
30) CC(OC(=O)CN1C(=O)C2CCCCC2C1=O)C(=O)Nc1ncc(Cl)cc1Cl (centres undefined)
    -2.0, -1.1, -0.3, 1.3, 98.8, 1, 2.9, 103.9, 5.5, 3.2

Next section:
Values run as follows: STAT3 blocker, TLR4-MyD88 BLA, Hsp70 activator, STAT1 inh, STAT1 activator, Diaph act CS, G6PDH CS, STAT3 act, APP transl inh, Diaph inh CS
31) CC1Cc2ccccc2N1CC(=O)c1c(N)n(Cc2ccccc2)c(=O)n(C)c1=O (centres undefined)
    -8.9, -9.7, -0.1, 3.1, 97.2, 0.7, -5.6, 113.2, -5.9, 32.6
32) CCOCCCNC(=O)C(c1ccc(C)cc1)N(Cc1ccc2c(c1)OCO2)C(=O)CNC(C)=O (centres undefined)
    4.7, -3.7, -0.3, -3.7, 103.4, 1, 5.9, 98.9, 7.8, 0.9
33) COc1ccccc1CNC(=O)CN(C)CC(=O)Nc1cccc(F)c1
    0.4, -1.5, 0.0, 9.1, 91.7, 0.9, -2.4, 103.2, 0.8, 7.8
34) C=CCn1c(SCc2ccc(C(=O)Nc3nccs3)cc2)nnc1-c1ccc(C)c(Cl)c1
    -0.9, -7.4, -0.2, -4.7, 104.2, 0.9, -38.2, 103.5, 3.3, 13.3
35) COc1ccc(-c2nc(NC(=O)CSc3nnc(C)s3)ns2)cc1
    4.6, 6.3, -0.3, -20.2, 118.5, 0.9, -10.4, 101.2, -0.1, 10.6
36) CC(=O)N(CCC(c1ccccc1)c1ccco1)Cc1cccs1 (centres undefined)
    8.2, 13.4, -0.2, 12.2, 89.1, 0.9, 2.1, 95.6, -0.1, 5.5
37) CCC(C)N1C(=O)S/C(=C/c2ccc3c(c2)n(C)c(=O)n3C)C1=O (centres undefined)
    23.1, -1.3, 0.0, 0.7, 98.9, 0.9, 1.0, 82.6, -1.6, 14.9
38) COc1ccccc1NC(=O)C(=O)NCc1ccncc1
    3.1, -12.4, -0.2, -5.0, 104.5, 0.9, 1.7, 101.4, -23.5, 5.9
39) Clc1ccc(OCc2nnc(SCc3nc4ccccc4[nH]3)n2Cc2ccco2)cc1
    16.7, 13.6, -0.2, 22.0, 80.0, 0.7, 4.9, 88.8, -4.8, 27.7
40) Cc1nnc(SCC(=O)Nc2nc(-c3ccccc3)cs2)n1N
    -7.9, 2.1, 0.1, -5.2, 104.8, 1, 14.7, 108.4, -9.0, -2.4
41) O=C(N/N=C/c1cccs1)c1cc(-c2ccncc2)nc2ccccc12
    -39.6, 5.2, -0.3, -8.8, 107.8, 1, 0.4, 138.4*, 94.6*, 1.6
42) CCc1ccc(-c2cc(C(=O)NN3CCOCC3)c3ccccc3n2)cc1
    -0.1, -7.9, 0.3, -7.6, 107.0, 0.9, 14.8, 103.1, -12.4, 7.5
43) CCC1Oc2ccc(C)cc2N(CC(=O)NCc2cccc(OC)c2)C1=O (centres undefined)
    6.8, -11.0, 0.2, 4.4, 96.0, 1.1, 0.4, 101.8, 4.3, -8.2
44) O=C(Cc1cccc2ccccc12)N/N=C1\CCCc2ccccc21
    37.4, 6.7, -0.4, 19.6, 82.0, 0.8, 2.0, 73.0, 15.7, 16.0
45) CCCc1ncc(C(O)(c2ccccc2)c2ccccc2)n1C
    0.8, 0.8, 0.1, 6.1, 93.9, 1, 10.1, 101.2, -6.0, 2.9
46) CNc1cc(CSC)nc(SCc2ccc(Cl)cc2Cl)n1
    4.7, -9.5, -0.5, -0.1, 100.1, 1, 9.1, 101.2, -1.1, -4.1
47) O=C(CSc1n[nH]c(-c2ccccc2F)n1)NCC(=O)Nc1ccc(F)c(F)c1F
    -22.0, 9.9, -0.3, 2.2, 95.8, 0.9, 5.8, 118.5, -7.7, 6.3
48) COc1ccccc1N1CCN(C(CNC(=O)c2ccco2)c2cccnc2)CC1 (centres undefined)
    7.9, -1.5, -0.3, 6.2, 94.5, 0.9, -16.1, 97.8, 6.8, 6.0

Assay outcomes: PubChem, several laboratories
